# From PubChem BioAssay
# Pf Dd2 growth = qHTS Primary assay for Inhibitors of Plasmodium falciparum Dd2 growth in vitro. P. falciparum Dd2 growth, SYBR Green, 72 h. Potency, µM (top dose mostly 28.9 µM), inactives show top-dose activity, negative = inhibition, most hits filed as inhibitors. hit rate 4.3% among 120,000; active means well fitted inhibition curve with a large enough effect; inconclusive means small, poorly fitted or top-dose-only effect; inactive means no such curve, though single readings can be large or run the other way;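 further: plate controls were DMSO vehicle for no effect and reference drug for full effect; nearly all actives have a fitted effect of over 65% in size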
#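 Infected erythrocytes (Dd2, 0.3% parasitemia, 2.5% hematocrit final) are added to compound in RPMI-1640/Albumax II medium, grown 72 h at 37C in low oxygen, then lysed with saponin/Triton-X containing SYBR Green and read by fluorescence.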
# * = called active by the depositor; i = inactive; ? = inconclusive; & = joins results of further samples; [ ] = remark or other dose. Potency means the concentration at half of the fitted maximal effect. Not all compounds are listed. The share of hits here may be higher or lower than overall.
SMILES,Pf Dd2 growth
COc1ccccc1C(=O)N1CCC2(CC1)CC(N(C1CC1)S(C)(=O)=O)CCO2 (stereo not drawn),-7%
COc1ccc(-c2noc(-c3cccn3CC(=O)Nc3ccccc3)n2)cc1F,1.6µM*
CSc1cccc(NC(=O)N[C@H]2CCN(C(=O)c3cnccn3)[C@@H]2C(=O)N[C@@H](Cc2cccs2)C(N)=O)c1,-8%
Cc1ccc2nc(COCC(=O)N3CCn4nc(CO)cc4C3)[nH]c2c1,-21%
COc1ccccc1-c1nccn1-c1ccc(CC(=O)NC2CC2)cc1,-9%
COCCc1noc(-c2nc(-c3ccc(OC)c(OC)c3)no2)n1,i
O=C1NC[C@H]2CN(Cc3cccs3)CCN12,-17%[44.1 µM]
COCC(=O)N[C@H]1C[C@@H](Cc2cc(CN(C)Cc3ccccc3)on2)C1(C)C,8.9µM*
Cc1ccc(S(=O)(=O)NCc2nc3nc(C)cc(C)n3n2)cc1,-24%
O=C(O)c1ccc2c(c1)n(Cc1ccccc1)c(=O)c1ccnn12,-16%
CCn1nccc1C(=O)N1CCn2nnc(CCC(=O)NCc3ccccc3)c2C1,-11%
CC(=O)c1ccc(NC(=O)COCc2cc(-c3ccc(F)cc3)on2)cc1,i
CCN(CC)C(=O)C1N(C(C)C)C(=O)C12CCCC2 (stereo not drawn),16%
Cc1ccc(NC(=O)N2CCC(CCN)CC2)cc1,-10%
O=C(NC1CC(=O)N(c2cccc(F)c2)C1)C1CC1 (stereo not drawn),7%
O=C(NCC(c1cccnc1)N1CCc2ccccc21)c1cccc(Br)c1 (stereo not drawn),?
Cc1nc(-c2cccc(F)c2)sc1CCNC(=O)C(=O)Nc1ccc2c(c1)OCCO2,i
COc1cc(F)cc(-c2ncc3c(n2)OCCN(c2cccc(C(F)(F)F)c2)C3=O)c1,-8%[44.1 µM]
O=C(NCc1ccc2c(c1)CCN2C(=O)c1ccccc1)c1ccccc1,?
COc1ccc(N2CCN(CCCNC(=O)c3cc(Nc4ccccc4OC)nc4ccccc34)CC2)cc1,-16%
Cc1ccc2oc(=O)c3cnn(CC(=O)Nc4cccc(C(F)(F)F)c4)c3c2c1,1.1µM*
Cc1ccc(CNC(=O)C2CCN(S(=O)(=O)c3ccc4c(c3)oc(=O)n4C)CC2)cc1,i
COc1cc2c(cc1OC)C(COc1ccc(F)cc1)N(C(=O)Cc1ccccc1)CC2 (stereo not drawn),?
CC1=C(C(=O)Nc2cccc(C)c2C)C2(CCCCC2)OC1=O,32%[activator]
Cc1cc(C)n2c(Nc3ccc(C(C)C)cc3)c(-c3ccsc3)nc2n1,?
Cc1nn(-c2ccc(C(F)(F)F)cc2)c(C)c1[C@@H]1C=C[C@@H](NC(=O)COc2ccccc2)C1,-4%
O=C1CC2CCN([S+](=O)([O-])C3CCCC3)CC2CCN1 (stereo not drawn),29%
COc1ccc(CN2CC(c3nc(Cc4cccnc4)no3)C2)c(OC)c1,?
COc1ccc(N2CCN(C(=O)Cn3nc(C)c4sc(C(C)C)nc4c3=O)CC2)cc1,-29%
O=C1C2CN(Cc3cc(F)ccc3F)CCC2OCCN1CCc1ccccc1 (stereo not drawn),i
COC(=O)CC1CCN(C(=O)C2CC(=O)N(c3n[nH]c4cccc(F)c34)C2)CC1 (stereo not drawn),-6%
COc1ccccc1CCN1CCC(CN(C)Cc2n[nH]c(C)n2)CC1,14%
COc1ccc(/C=C/C(=O)Nc2nc(-c3cccs3)ns2)cc1OC,?
CCCS(=O)(=O)c1ncc(Cl)c(C(=O)N2CCN(c3ccc(OC)cc3)CC2)n1,?
O=C(c1cn[nH]c1)N1CC2(CN(Cc3cccc(Cl)c3)CC2COc2ccccc2)C1 (stereo not drawn),-22%[44.1 µM]
CCOc1ccc(Nc2nc3c(S(=O)(=O)c4ccc(C(C)C)cc4)nnn3c3ccsc23)cc1,-17%
CC(C)Oc1ccc2c(NC(=O)CCn3cncn3)nn(Cc3ccccc3)c2c1,-16%
O=C(c1ccc2c(c1)[nH]c(=O)n2C1CCC(O)CC1)N1CC[C@H]2CNC[C@H]21 (stereo partly drawn),15%
Cn1ccnc1CNCC1(CO)C[C@@H](O)[C@@H](O)C1 (stereo partly drawn),3%[44.1 µM]
O=C(CCc1c[nH]c2ccccc12)N1CCC2(CC1)CC(CO)N(C(=O)c1ccccc1)C2 (stereo not drawn),-29%
Cc1ccccc1-c1cnc2[nH]cc(CC(=O)Nc3cccnc3)c2c1,?
COCc1cc(=O)n(CC(=O)Nc2ccc(C)cc2C)c(N2CCOCC2)n1,-4%
Fc1ccc2nc(CO[C@H]3CN(Cc4cccnc4)C[C@H]3F)[nH]c2c1,-20%[44.1 µM]
c1ccc(CC2=NOC3(CCN(CC4CC4)CC3)C2)cc1,?
O=C(N[C@H]1CO[C@H]2[C@@H]1OC[C@@H]2Nc1nccc(-c2ccc(-c3ccccc3)cc2)n1)c1ccc2c(c1)OCO2,25%
CCOC(=O)N1CCN(C(=O)c2cnn(-c3cccc(F)c3)c2-n2cccc2)CC1,i
CCC1(C(=O)NCc2ccc(OC(C)C)cc2)CCCCC(=O)N1 (stereo not drawn),-9%
COCCC(=O)N1C[C@@H](COc2cccnc2)[C@H](c2ccncc2)C1,70%[activator]
Cc1cc2nc3n(c(=O)c2n1CC(=O)Nc1cccc(C(F)(F)F)c1)CCCC3,i
COc1cccc(NC(=O)N2CC(C(=O)N(C)C)C3(CCOCC3)C2)c1 (stereo not drawn),-1%
COc1ccc(-c2ccc3nnc(CNC(=O)c4sccc4C)n3n2)cc1,5%
O=C(c1ccc(Cl)nc1)N1CCC(N2CCCNC2=O)CC1,-11%&17%[44.1 µM]
O=C(Nc1nn(CC(F)(F)F)c2cccc(Oc3cccnc3)c12)c1cocn1,-11%
COC(=O)Cc1c(C)nc2nc(-c3ccc(C)cc3)[nH]n2c1=O,9%
O=C1NCCCC[C@@H]1Nc1ccc(-c2nc(COc3ccccc3)no2)cn1,-20%
CN(Cc1ccccc1CN1CCCC1)c1nccc(-c2ccccn2)n1,3.5µM*
CCOc1ccc2c(n1)CCN(C(=O)C1CC1)C2,i
O=C(COc1ccccc1)Nc1ccc2n(c1=O)C[C@H]1C[C@@H]2CN(C(=O)c2ccccn2)C1,-11%
O=C1CC(C(=O)N2CCc3nc(-c4ccccc4)[nH]c3C2)C2(CCCCC2)O1 (stereo not drawn),?
COc1ccccc1C(=O)Nc1ccnn1C1CCN(C(=O)[C@@H](N)CO)CC1,-5%

# Later entries
SMILES,Pf Dd2 growth
CCN(CC)CCCNC(=O)C1CCN(S(=O)(=O)CC)CC1,?
CN(C)c1ccc(C(=O)N2CCN(S(C)(=O)=O)[C@H](C(=O)N[C@@H](CC3CCCCC3)C(N)=O)C2)cc1,i
COc1ccc(F)c(-c2nc(CN(C)C(C)c3cccs3)c(C)o2)c1 (stereo not drawn),-14%
Cc1ccc(Nc2c(-c3ccc(N4CCOCC4)cc3)nc3c(C)cccn23)cc1,?
CCc1cc2c(cc3c(=O)n(CC(=O)NC(C)c4ccccc4)ncn32)s1 (stereo not drawn),-9%
O=C(c1ccncc1)N1CCC(N2C(=O)C3(CCCCC3)C2c2ccncc2)CC1 (stereo not drawn),-5%
COc1cccc(CNC(=O)c2ccc(Cn3ccn4nc5c(c4c3=O)CCCC5)cc2)c1,?
CC(=O)c1ccc(NC(=O)CC2Oc3ccc(C)cc3NC2=O)cc1 (stereo not drawn),-11%
Cc1ccc(-n2c(SCC(=O)Nc3c(C)cccc3C)nc(O)c(C)c2=O)cc1,32%
Cc1nn(-c2cccc(Br)c2)c(C)c1[C@@H]1C=C[C@@H](NC(=O)CC2(CC(=O)O)CCCC2)C1,i
O=C1NCCCCCCN(S(=O)(=O)c2ccccc2)[C@H]2CCC[C@@H]12,-10%
COc1ccc(CN2C(=O)[C@@H]3C[C@@H](O)CN3C3(CN(C4CCOCC4)C3)C2=O)cc1,16%[44.1 µM]

# Sorted by molecular weight (falling): part of the list above
SMILES,Pf Dd2 growth
Cc1nn(-c2ccc(C(F)(F)F)cc2)c(C)c1[C@@H]1C=C[C@@H](NC(=O)COc2ccccc2)C1,-4%
Cc1ccc(CNC(=O)C2CCN(S(=O)(=O)c3ccc4c(c3)oc(=O)n4C)CC2)cc1,i
COc1cccc(CNC(=O)c2ccc(Cn3ccn4nc5c(c4c3=O)CCCC5)cc2)c1,?
Cc1nc(-c2cccc(F)c2)sc1CCNC(=O)C(=O)Nc1ccc2c(c1)OCCO2,i
COc1ccc(CN2C(=O)[C@@H]3C[C@@H](O)CN3C3(CN(C4CCOCC4)C3)C2=O)cc1,16%[44.1 µM]
O=C(c1ccncc1)N1CCC(N2C(=O)C3(CCCCC3)C2c2ccncc2)CC1 (stereo not drawn),-5%
COc1ccc(-c2noc(-c3cccn3CC(=O)Nc3ccccc3)n2)cc1F,1.6µM*
COCc1cc(=O)n(CC(=O)Nc2ccc(C)cc2C)c(N2CCOCC2)n1,-4%
COc1ccc(-c2ccc3nnc(CNC(=O)c4sccc4C)n3n2)cc1,5%
O=C(c1ccc2c(c1)[nH]c(=O)n2C1CCC(O)CC1)N1CC[C@H]2CNC[C@H]21 (stereo partly drawn),15%
COc1ccc(CN2CC(c3nc(Cc4cccnc4)no3)C2)c(OC)c1,?
O=C(NCc1ccc2c(c1)CCN2C(=O)c1ccccc1)c1ccccc1,?
COc1ccccc1-c1nccn1-c1ccc(CC(=O)NC2CC2)cc1,-9%
O=C(c1ccc(Cl)nc1)N1CCC(N2CCCNC2=O)CC1,-11%&17%[44.1 µM]

# Following part
SMILES,Pf Dd2 growth
O=C(NCc1cccnc1)C1CN(S(=O)(=O)c2ccccc2)CC12CCCCC2 (stereo not drawn),-10%
CCc1cccc(NC(=O)c2c(N3CCCC3=O)c3cc(C)ccc3n2C)c1,i
COc1cc2c(cc1OC)C(C[C@H]1CN(C(=O)c3ccc(F)cc3)CC[C@H]1CC(=O)O)=NCC2,0%
Cc1nn(-c2ccc(F)cc2)c(Oc2ccccc2)c1CCC(=O)N(C)C(C)C,-23%
Cc1ncc2c(n1)C[C@@H]1CC[C@H]2N1C(=O)c1ccc2c(c1)OCO2,23%
O=C([C@@H]1C[C@H](Oc2ccccc2)CN1C(=O)C1CC1)N1CCCC1,-6%
Cc1cccc(C(=O)Nc2ccc(C(=O)OCc3cc(=O)n4c5c(sc4n3)CCCC5)cc2)c1,40%[activator]
O=C(Nc1ccccn1)[C@@H]1C[C@@H](c2ccc(F)cc2)N([S+](=O)([O-])c2ccccc2)C1,?
CCc1ccc(NC(=O)c2ccc3c(=O)n4nc(Nc5ccccc5C)sc4nc3c2)cc1,?
COc1cc(=O)n2c(c1C(=O)Nc1ccc(C)cc1)CCCC2,i
COc1ccc(NC(=O)N2CCc3c(C(=O)NCCCN4CCCC4=O)cccc32)cc1,i
c1cc(-c2noc([C@@H]3CCCN3C3CCC3)n2)cc(N2CCOCC2)n1,i
CCNC(=O)C(C)(C)Oc1nn(Cc2cccc(Cl)c2)c2ccccc12,-4%[44.1 µM]
O=C(CN1C(=O)COc2ccc(S(=O)(=O)N3CCCCCC3)cc21)N1CCN(c2ccccc2)CC1,-4%
CCCCN(Cc1ccc(S(=O)(=O)NC)cc1)Cc1ccco1,-9%
CC(=O)N1CCCC1c1nc(C2CN(S(=O)(=O)c3cccs3)C2)no1 (stereo not drawn),-9%
CC(=O)N1CCCc2cc(S(=O)(=O)N3CCC(C(=O)NCc4ccccc4)CC3)ccc21,-17%
O=C(O)C1CCc2nc(N3CCN(C(=O)C4CCC4)CC3)sc2C1 (stereo not drawn),-20%
COc1cccc(C(=O)N2CC(Oc3ccc(-c4nc(-c5ccccc5)no4)cc3)C2)c1,43%[activator][5.79 µM]
O=C(CN1CC[C@H](N2CCOCC2)[C@H](CCCO)C1)NCc1ccccc1,-1%
O=C(c1ccsc1)N1CCC(N(C(=O)C2CC2)C2CCOCC2)CC1,1%
O=C(C1CCCC1)N1CCC2(CC1)C(=O)NCN2Cc1ccc(Cl)cc1,i
CCOc1ccc(C(=O)Nc2ccc3oc(-c4cccnc4)nc3c2)cc1,-5%
Cn1cnc2cc(-c3cccc4[nH]ccc34)cc(C(=O)NCc3cccnc3)c21,i
C[C@H]1[C@@H]2[C@H]3OC(=O)[C@@H](C)[C@@H]3CC[C@@]2(C)CC[C@@H]1NC(=O)c1ccc(C#N)cc1,?
Cc1nonc1OCCn1ccnc1-c1cn(C2CCNCC2)nn1,-5%
O=C1CCC(C(=O)N2CCSCC2)CN1CCc1cccc(F)c1 (stereo not drawn),0%
CSCCNC(=O)C1CN(c2ccc(F)cc2)C(=O)N1 (stereo not drawn),1%[44.1 µM]
Cc1ccc(NC(=O)Cn2c(=O)n(Cc3ccco3)c(=O)c3oc4ccccc4c32)cc1C,-4%
COc1cn(CC(=O)Nc2c(C)cc(C)cc2C)c(CN2CCCCC2)cc1=O,78%[activator]
CC(C)CN1CCN(C2CCOC3(CCN(C(=O)C4CCCC4)CC3)C2)CC1 (stereo not drawn),i
CCc1cccc(NC(=O)c2ccc3c(c2)N(CC)C2CCCCN2C3=O)c1 (stereo not drawn),4.5µM*
Cc1cc(C(=O)N2CCCCCCNC(=O)[C@@H]3CCCC[C@@H]32)nn1C,3%
COc1ccc(NC(=O)C2Cn3cccc3C(=O)N2C)cc1 (stereo not drawn),-18%
COc1ccccc1C(=O)NC1CC(=O)N(Cc2cccc(F)c2)C1 (stereo not drawn),-3%
Cc1ccc(C(=O)N[C@H]2C[C@@H](c3nc(Cc4ccccc4)no3)N(C)C2)cc1,?
COc1ccc(OC)c(CNC(=O)C2CCN(S(=O)(=O)c3cn(C)cn3)CC2)c1,i
COc1ccc(CC(=O)NCCc2csc(-c3cccc(C)c3)n2)cc1,13µM*
COc1ccc(CCNC(=O)CCn2c(=O)c3ccccc3n(Cc3cc(C)ccc3C)c2=O)cc1OC,?
Cc1nc2c(c(-c3ccc(O)cc3)n1)CN(C(=O)c1ccc(C(F)(F)F)cc1)CC2,i
O=C1NCCCc2[nH]c(CCSCc3ccc(Cl)cc3)nc21,-26%
